SUMO Mot1 rescue = yeast Mot1-301 growth rescue at high temperature, primary screen, SUMOylation pathway inhibitor project, S. cerevisiae, ATP luminescence, 38.5C; 320,000 tested, 1% active; AID 2716, 2010; S. cerevisiae Mot1-301 growth rescue; percent above DMSO median, 100 means doubled; growth rescue, % at 18.8 µM;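 active = every valid replicate shows activation above 250% relative to neutral control wells; inactive = the rest, any valid replicate at or below 250%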;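 note: OY570 slx delta 5 strain wells were the positive control but not used for scaling; some compounds called inactive have numbers as strong as hits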
PfHsp90 yeast 2 = growth inhibition of PfHsp90-expressing yeast, primary screen, antimalarial PfHsp90 inhibitor project, S. cerevisiae, BacTiter-Glo luminescence, single point, set 2; BacTiter-Glo ATP, 48 h; yeast lacking PDR1 and PDR3 efflux regulators; AID 504621, 2011; 310,000 tested, 0.32% active; inhibition, % at 9.4 µM;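 active = every replicate shows inhibition above about 80%, whatever the replicate mean, limit read from the data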;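 note: 0% = DMSO neutral controls and 100% = 20 µM radicicol positive controls; yeast relying on Plasmodium falciparum Hsp90 in place of its own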
PKA-R1A activ = activators of PKA-R1A holoenzyme, primary screen, biochemical, fluorescence polarization, Cy5-IP20, bovine R1A, mouse PKAc | activation, % at 11.4 µM | PKA-R1A dissociation; scaled: DMSO 0%, 113 µM cGMP 100% | AID 504707, 2011 | cAMP-dependent protein kinase type I-alpha regulatory subunit (Bos taurus) + … | 340,000 tested, 0.083% active;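 active = percent activation above the mean of all tested compounds plus 3 SD, cut at about 19% in these data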;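 note: higher means more PKAc released from R1A so a rise in polarization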
E coli growth = E. coli V3065 growth inhibition, primary screen, counter-screen for AddAB inhibitor project, absorbance, OD600. 18 h. 330,000 tested, 0.27% active. AID 449728, 2010. inhibition, % at 11.9 µM;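 active = inhibition above the campaign's mean inhibition across all tested compounds plus 3 SD, cut at about 9.9% in these data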;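 note: uninfected addAB+ strain grown without phage in ampicillin broth; 0% = DMSO wells and 100% = ciprofloxacin 0.95 µg/ml wells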
Arrestin-AP2 inh = inhibitors of beta-arrestin/AP2 binding, primary screen, biochemical, GPCR trafficking, flow cytometry; beta-arrestin 1 C-terminal peptide binding to AP2 beta2-adaptin appendage (human); FITC-arrestin peptide / GST-AP2 beads; AP2 beta2 appendage carries R879A mutation; inhibition, % at 10 µM; 340,000 tested, 0.31% active;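 active = inhibition above a set limit, near 3 SD of compounds lacking own fluorescence, cut at about 54% in these data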;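 note: plate controls were DMSO wells for no effect and 5 µM unlabelled arrestin peptide for full effect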
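Assay system: GST-AP2 R879A bound to glutathione beads, E. coli-expressed; Medium: PBS with 0.05% Tween 20 and 0.1% BSA; Also added: fluorescein-tagged arrestin peptide at 50 nM final; Timing: 12 min plus 1 h, RT; Measured by: flow cytometry, FL1 (488/535 nm); Evaluation: percent drop in bead-associated FITC signal.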
Tat export inh = E. coli Tat export inhibitors, primary screen, MC4100, TorA-mCherry reporter, fluorescence, single point. AID 488895, 2010. inhibition, % at 10 µM. 340,000 tested, 0.036% active;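 active = mean replicate inhibition at least 50% and at least half of replicates individually reaching 50%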;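 note: exported cargo escapes ClpAP degradation while cytoplasmic cargo is degraded and loses fluorescence; 0% = median of neutral control wells and 100% = median of NaSCN control wells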
OPRM1-OPRD1 ag = agonists of OPRM1-OPRD1 heterodimerization, primary screen, cell-based, luminescence. cells. Mu-type opioid receptor (Homo sapiens) + Delta-type opioid receptor (Homo sapiens), …. activation, % at 9.3 µM. 340,000 tested, 0.3% active; in the data active = activation above about 18%;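 note: 0% = vehicle-treated cells and 100% = reference agonist; values of inactives mirror those of a sister screen read the other way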
Target sequence (P35372 whole entry, looked up): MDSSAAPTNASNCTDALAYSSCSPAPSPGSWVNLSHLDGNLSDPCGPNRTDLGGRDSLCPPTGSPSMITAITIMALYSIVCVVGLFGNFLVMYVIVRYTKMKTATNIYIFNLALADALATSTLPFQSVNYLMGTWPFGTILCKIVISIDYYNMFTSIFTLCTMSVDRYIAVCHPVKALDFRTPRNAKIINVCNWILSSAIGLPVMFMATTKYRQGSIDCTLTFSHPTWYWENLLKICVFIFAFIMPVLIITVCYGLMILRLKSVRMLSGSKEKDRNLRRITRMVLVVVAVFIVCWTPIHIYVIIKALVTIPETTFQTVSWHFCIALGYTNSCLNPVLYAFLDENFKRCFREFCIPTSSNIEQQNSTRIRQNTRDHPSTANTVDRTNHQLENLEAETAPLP
Target sequence (P41143 whole entry, looked up): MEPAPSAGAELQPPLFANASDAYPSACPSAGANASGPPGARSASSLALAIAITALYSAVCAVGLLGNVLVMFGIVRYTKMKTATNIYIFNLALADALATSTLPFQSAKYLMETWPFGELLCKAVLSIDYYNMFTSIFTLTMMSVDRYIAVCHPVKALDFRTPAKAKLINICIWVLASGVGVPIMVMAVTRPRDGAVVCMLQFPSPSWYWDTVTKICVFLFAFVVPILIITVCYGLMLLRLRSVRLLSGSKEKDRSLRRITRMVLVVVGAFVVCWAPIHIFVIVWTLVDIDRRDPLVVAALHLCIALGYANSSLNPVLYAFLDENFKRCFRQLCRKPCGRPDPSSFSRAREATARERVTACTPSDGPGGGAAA
AddAB inh = growth inhibition of E. coli expressing H. pylori AddAB, primary screen, AddAB inhibitor project, absorbance; inhibition, % at 11.9 µM; 330,000 tested, 0.29% active; AID 435030, 2010; in the data active = inhibition above about 12%;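 note: 0% = vehicle wells of infected cells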
Pemphigus Ab inh = inhibitors of pemphigus antibody binding to DSG3, primary screen, biochemical, bead-based, flow cytometry, scFv-GFP | Desmoglein-3 (Homo sapiens), P32926 | DSG3-coupled beads, scFv-anti-DSG3-GFP binding; stronger effect = lower value | binding (percent of control), % at 10 µM | 310,000 tested, 0.48% active;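 active = binding more than 3 SD below its plate's average and above zero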;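 note: hits lower antibody fragment binding to DSG3; some compounds called inactive have numbers as strong as hits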
phage Ecoli inh = growth loss of phage-infected E. coli, primary screen, RecBCD inhibitor project, absorbance, with phage, HTS; 360,000 tested, 0.26% active; AID 651602, 2012; inhibition, % at 11.9 µM; in the data active = inhibition above about 11%
OPRM1-OPRD1 inv = inverse agonists of MOR-DOR heterodimerization, primary screen, cell-based, luminescence; inhibition, % at 9.3 µM; 340,000 tested, 0.21% active; cell-based MOR-DOR heterodimer luminescence, inverse agonism; in the data active = inhibition above about 22%, passing the limit was not always enough;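 note: 0% = cells with DMSO and 100% = wells without cells with DMSO; values of inactives mirror those of a sister screen read the other way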
Starred values were filed as active, the others as inactive; i = inactive; / = no result given.

compound,Arrestin-AP2 inh,PKA-R1A activ,E coli growth,Pemphigus Ab inh,OPRM1-OPRD1 ag,Tat export inh,OPRM1-OPRD1 inv,AddAB inh,PfHsp90 yeast 2,SUMO Mot1 rescue,phage Ecoli inh
Cc1cc(N2CCCC2)ccc1/C=C1/C(=O)N(C)C(=S)N1C,-7,-14,0.6,144,-0.6,-7,4,1.6,14,5,6.8
Cc1cccc2cc(CN(CCCO)C(=O)Nc3ccccc3Cl)c(=O)[nH]c12,18,-1,-0.8,106,0.2,1,-1,-2.4,5,4,2.9
CCOc1ccc(S(=O)(=O)N2CCN(C(=O)C3CCC3)CC2)cc1,44,-3,-3.4,101,1.6,-6,-11,-2.9,-6,18,-0.5
COc1ccc(/C=C(\C#N)C(=O)Nc2cccnc2)cc1,2,8,-0.4,100,-1.3,-11,7,6.6,45,12,5.1
COC(=O)CCC(=O)OC1(C)C(=O)C2=CN(c3ccccc3)C(c3ccc(OC)cc3)=CC2=C(Br)C1=O (centres undefined),16,-2,-1.6,95,8.6,-6,-47,5.4,/,-7,0.2
Cc1cc(=O)n2nc(N3CCCC(C(=O)NC4CCC(C)CC4)C3)sc2n1 (centres undefined),-2,-6,1.8,105,-1.2,2,6,0.9,11,2,4.1
Clc1ccc2noc(-c3ccccc3)c2c1,3,-1,-1.2,105,0.2,-11,-1,1.6,-10,35,2.3
CN(C)C(=O)c1snnc1-c1ccccc1,10,-6,-0.6,/,-2.4,-4,10,2.8,4,23,2.9
CC(C)COC(=O)c1cccc2c1-c1ccccc1/C2=N\O,-9,-9,-2.0,104,2.7,16,-17,0.3,-25,-1,0.5
COc1ccc(-n2c(C)nc3cc(C(=O)N4CCOCC4)ccc32)cc1,2,1,-0.3,106,-2.2,1,9,2.4,-48,4,2.4
O=C(CSc1nc2nn(-c3ccccc3)c(=O)c-2c2n1CCCCC2)Nc1ccc(OC(F)F)cc1,-1,-18,-1.1,87,-3.2,-5,16,2.7,-7,-4,3.2
O=C(CSC1CC(=O)N(CCc2ccccc2)C1=O)Nc1ccc(Br)cc1 (centres undefined),18,-6,1.8,97,3.5,3,-21,-2.2,-18,22,0.3
O=C(NCC(c1cccs1)N1CCOCC1)c1cc([N+](=O)[O-])cc([N+](=O)[O-])c1 (centres undefined),11,-14,-1.2,87,1.0,-3,-5,1.1,20,-10,4.6
O=C(Nc1ccccc1)c1n[nH]c(Cn2cncn2)n1,-10,-7,0.9,90,0.7,3,-3,1.9,-5,3,4.3
O=[N+]([O-])c1ccc(CSc2nc3ccccc3[nH]2)cc1,-5,13,0.4,112,0.9,3,-5,5.8,21,45,1.8

Continued, starting with the last two of the part before.
compound,Arrestin-AP2 inh,PKA-R1A activ,E coli growth,Pemphigus Ab inh,OPRM1-OPRD1 ag,Tat export inh,OPRM1-OPRD1 inv,AddAB inh,PfHsp90 yeast 2,SUMO Mot1 rescue,phage Ecoli inh
O=C(Nc1ccccc1)c1n[nH]c(Cn2cncn2)n1,-10,-7,0.9,90,0.7,3,-3,1.9,-5,3,4.3
O=[N+]([O-])c1ccc(CSc2nc3ccccc3[nH]2)cc1,-5,13,0.4,112,0.9,3,-5,5.8,21,45,1.8
Cc1cc(C)n2nc(Sc3ncccc3[N+](=O)[O-])nc2n1,-4,/,-1.1,107,/,/,/,-0.7,/,0,1.4
CCC(C)(C)C1CCc2[nH]nc(C(=O)O)c2C1 (centres undefined),29,-1,-2.2,97,-0.6,0,3,1.9,36,-3,-0.2
COC(=O)c1cn(S(=O)(=O)c2ccccc2)c2ccccc12,-15,15,-1.5,107,1.3,16,-6,0.1,-12,-7,2.2
O=C(CSc1nnc(COc2ccc(Cl)cc2)o1)NC1CCCCC1,-2,12,-1.1,92,-1.9,5,12,3.8,/,-12,1.5
COc1cccc(OC)c1C(=O)Nc1ccccc1C(=O)N1CCCC1,26,-9,/,110,-4.7,1,15,/,11,0,2.0
Fc1ccc(CNC(=S)Nc2ccc(Cl)cc2Cl)cc1,26,-6,2.0,99,1.9,-4,-12,2.4,7,48,8.0
O=C(NCc1ccco1)c1cc(S(=O)(=O)N2CCCCC2)ccc1Cl,-5,14,-0.9,100,-2.2,6,12,2.3,3,-8,2.0
Cn1nc(C(F)(F)F)c(-c2ccc(Br)cc2)c1NC(=O)c1cccnc1,3,/,-1.2,100,/,2,/,-0.2,-6,-15,4.8
Fc1ccc(-n2cc(-c3ccccc3)[n+]3c2SCC3)cc1,5,6,-2.4,98,-0.1,-8,0,2.1,-15,60,4.6
Cc1c(C(=O)NCc2ccco2)oc2ccc(S(=O)(=O)N3CCC4(CC3)OCCO4)cc12,3,-2,0.3,98,-3.0,-9,19,-0.5,10,97,0.2
Cc1noc(C)c1C(=O)Nc1ccccc1C(=O)NCCc1ccccc1,-2,1,0.2,111,0.8,3,-4,-0.6,38,2,1.8
CCOC(=O)N1CCN(C(=O)Cc2cccc3ccccc23)CC1,17,4,-2.5,87,-1.3,-2,8,6.0,9,143,2.9
CSCCC(NS(=O)(=O)c1cccs1)C(=O)NCc1ccccc1 (centres undefined),-3,1,-0.7,106,-0.2,-3,1,2.3,-8,25,5.5
CCCCn1c(N)c(N(CCOC)C(=O)COC(=O)CSc2cc(C)c3ccccc3n2)c(=O)[nH]c1=O,-6,-4,-0.8,99,-0.5,4,3,-2.9,-15,20,2.7
C[C@@H](C(=O)N[C@@H](Cc1ccccc1)C(=O)O)n1nnc2ccccc2c1=O,-3,-9,2.1,103,-0.2,10,1,3.6,6,-26,1.2
O=C(c1ccc(N2CCN(C3CC(=O)N(Cc4cccs4)C3=O)CC2)cc1)c1cccnc1 (centres undefined),1,-6,1.4,107,-0.3,9,2,-2.6,0,-4,1.4
COc1cc(NC(=O)Nc2c(C)n(C)n(-c3ccccc3)c2=O)cc(OC)c1OC,-4,1,-0.7,108,-1.5,4,8,2.3,-15,238,-0.6
Oc1ccc(C[C@@H]2CNCCN2CC2CCCCC2)cc1,22,2,-1.8,104,-1.3,12,7,-1.9,4,-11,1.0
Oc1ccc(Br)cc1CNc1cccc2cccnc12,0,-10,-2.3,112,19*,0,-89,2.7,7,1,0.2
CC(C)COc1ccc(-c2nnc(-c3ccncc3)o2)cc1,30,-11,2.9,98,-0.9,-8,4,0.8,/,-3,2.8
O=C(NC1CCCCC1)N1CCCc2ccccc21,-4,-4,0.4,108,-2.6,5,15,1.0,23,-2,3.0
COc1cccc(CNC(=O)CCn2c(=O)oc3ccccc32)c1,2,8,-1.1,97,-3.1,6,16,3.6,-17,16,2.7
COc1ccc(/C=C2/C(=O)C(C)(C(C)C)CCC2C)cc1 (centres undefined),-5,0,-4.1,77,4.7,-3,-21,-1.5,-4,7,1.3
CCN(CC)c1ccc(S(=O)(=O)N2CCCCC2)cc1NC(=O)CN1C(=O)NC2(CCCC2)C1=O,26,-3,-2.1,102,-0.1,-6,1,-1.3,7,-6,1.9
COc1ccc(S(=O)(=O)N2CCCCC2)cc1NC(=O)CN(Cc1ccco1)Cc1ccco1,-9,-6,-1.4,100,-3.6,2,14,-0.6,/,-11,0.6
C=CCNC(=S)N1N=C(c2ccco2)CC1c1ccco1 (centres undefined),23,4,/,122,0.8,2,-4,/,-2,/,3.9
Cc1cc(C)n2nc(-c3ccccc3)c(-c3ccccc3)c2n1,-2,0,1.1,107,4.1,-4,-23,2.8,-20,131,0.7
CC(C)C12CN3CC(C(C)C)(CN(C1)C3c1ccco1)C2=O (centres undefined),4,-6,-1.2,104,-1.9,-1,11,1.7,/,i,5.0
O=C(C1CCCN(S(=O)(=O)c2ccc(F)cc2)C1)N1CCOCC1 (centres undefined),-33,-1,/,103,1.6,-4,-8,/,25,/,4.7
Cn1c(O)c(C=Nc2ccc(Br)cc2)sc1=O,-7,-5,2.5,102,0.3,25,-2,-1.3,-4,-2,6.5

Quoted from the listing.
In AddAB inh, COc1cc(NC(=O)Nc2c(C)n(C)n(-c3ccccc3)c2=O)cc(OC)c1OC reads 2.3
In E coli growth, CC(C)COc1ccc(-c2nnc(-c3ccncc3)o2)cc1 reads 2.9
In PfHsp90 yeast 2, O=C(NC1CCCCC1)N1CCCc2ccccc21 reads 23
In OPRM1-OPRD1 ag, Oc1ccc(Br)cc1CNc1cccc2cccnc12 reads 19*
In PKA-R1A activ, O=C(C1CCCN(S(=O)(=O)c2ccc(F)cc2)C1)N1CCOCC1 (centres undefined) reads -1
In SUMO Mot1 rescue, COc1ccc(S(=O)(=O)N2CCCCC2)cc1NC(=O)CN(Cc1ccco1)Cc1ccco1 reads -11

(more compounds)
compound,Arrestin-AP2 inh,PKA-R1A activ,E coli growth,Pemphigus Ab inh,OPRM1-OPRD1 ag,Tat export inh,OPRM1-OPRD1 inv,AddAB inh,PfHsp90 yeast 2,SUMO Mot1 rescue,phage Ecoli inh
COC(=O)C1=C(C)NC(=O)NC1c1ccc(-c2ccc(F)cc2)o1 (centres undefined),5,2,1.5,101,-2.6,-5,13,-0.2,3,658,5.0
CC(C)(C)c1nnc(NC(=O)CCS(=O)(=O)c2ccccc2)s1,2,8,-2.6,122,-0.1,5,1,-1.0,6,2,0.9
O=C(NCCCCNC(=O)c1ccc(Br)s1)c1ccc(Br)s1,10,1,-1.2,61,3.0,-14,-15,4.0,-10,322,3.9
CN(C)S(=O)(=O)Nc1cccc(Br)c1,29,-5,-0.3,100,-3.4,-3,18,-0.7,13,10,-1.8
O=C(O)Cn1c2c(c3ccccc31)CCCC2,3,-11,0.5,119,1.0,2,-6,-0.5,7,-4,-0.7
COC(=O)C(C)N1CCC(=O)c2ccccc2S1(=O)=O (centres undefined),-5,-7,-0.9,105,-0.5,-1,3,0.5,-3,-18,1.3
O=C(O)c1ccc2c(c1)S(=O)(=O)c1ccccc1C2=O,-4,-2,/,100,-4.3,-7,20,/,1,-7,/

Screening data deposited in PubChem by several laboratories.
